Screening data: PubChem BioAssay, Broad Institute
TcdB inh = TcdB glycohydrolase inhibition | TcdB glycohydrolase enzymatic assay, plate reader | inhibition, % at 9.99 µM | hit rate 0.24% among 350,000; in the data active = inhibition above about 10%
BioA inh = inhibitors of Mycobacterium tuberculosis BioA enzyme | purified M. tuberculosis BioA enzyme, plate reader | hit rate 0.096% among 360,000 | inhibition, % at 9.99 µM; in the data active = inhibition above about 40%
Active calls of the source: *.

SMILES,TcdB inh,BioA inh
COc1ccc(S(=O)(=O)Nc2ccc3c(c2)C(=O)N([C@@H](C)CO)C[C@@H](C)[C@@H](CN(C)Cc2ccncc2)OCCCC[C@H](C)O3)cc1,-0.3,-0.8
CO[C@@H]1CN(C)C(=O)c2cc(NC(=O)C3CC3)ccc2OC[C@H](C)N(CC2CC2)C[C@H]1C,0.9,1.0
COc1ccc(NC(=O)Nc2ccc3c(c2)[C@H]2C[C@H](CC(=O)NCC(F)(F)F)O[C@@H](CO)[C@H]2O3)cc1,0.3,-1.4
COc1ccc(NC(=O)Nc2ccc3c(c2)C(=O)N([C@H](C)CO)C[C@@H](C)[C@H](CN(C)C(=O)Nc2c(C)noc2C)OCCCC[C@@H](C)O3)cc1,0.1,-2.6
COc1ccc(-c2cnc3c(c2)C(=O)N([C@@H](C)CO)C[C@H](C)[C@H](CN(C)Cc2ccc(C(=O)O)cc2)O3)cc1,-2.1,3.9
CCCC#Cc1ccc2c(c1)O[C@H](CN(C)CCC)[C@H](C)CN([C@H](C)CO)S2(=O)=O,-0.5,-0.2
OC[C@H]1[C@@H]2c3ccccc3NC[C@@H]2N1CC1CCCCC1,0.3,-1.5
C[C@H](NC(=O)C[C@H]1CC[C@@H]2[C@@H](COc3ccc(NC(=O)C4CCOCC4)cc3C(=O)N2C)O1)c1ccccc1,0.3,-1.8

Continued (two carried over from the part before).
SMILES,TcdB inh,BioA inh
OC[C@H]1[C@@H]2c3ccccc3NC[C@@H]2N1CC1CCCCC1,0.3,-1.5
C[C@H](NC(=O)C[C@H]1CC[C@@H]2[C@@H](COc3ccc(NC(=O)C4CCOCC4)cc3C(=O)N2C)O1)c1ccccc1,0.3,-1.8
C[C@@H]1CN([C@@H](C)CO)S(=O)(=O)c2ccc(C#Cc3ccccc3F)cc2O[C@@H]1CN(C)C(=O)Cc1ccccc1,-2.4,-2.1
COCC(=O)Nc1ccc2c(c1)[C@@H]1C[C@H](CC(=O)NCc3ccccc3OC)O[C@@H](CO)[C@@H]1O2,0.0,-2.5
C[C@@H]1CN([C@@H](C)CO)C(=O)Cc2cc(NC(=O)Cn3cnnn3)ccc2O[C@H]1CN(C)S(=O)(=O)c1ccccc1,-0.3,4.1
CCCC#Cc1cnc2c(c1)C(=O)N([C@H](C)CO)C[C@H](C)[C@@H](CN(C)S(=O)(=O)c1cccc(OC)c1)O2,2.8,-1.3
Cc1cccc(S(=O)(=O)N2C[C@@H]3[C@H](c4ccccc42)[C@@H](CO)N3CC2CCOCC2)c1,0.0,-1.2
C[C@@H]1CN([C@H](C)CO)S(=O)(=O)c2ccc(-c3cccc(C#N)c3)cc2O[C@@H]1CN(C)Cc1ccccn1,0.4,1.8
COc1ccc(S(=O)(=O)N(C)C[C@@H]2Oc3ccc(NC(=O)C4CCCCC4)cc3C(=O)N([C@@H](C)CO)C[C@@H]2C)cc1,1.0,-0.6
COc1ccc(NC(=O)N(C)C[C@@H]2Oc3ccc(N(C)C)cc3CC(=O)N([C@H](C)CO)C[C@@H]2C)cc1,-6.1,-0.6

Continuation:
SMILES,TcdB inh,BioA inh
COc1ccc(S(=O)(=O)Nc2ccc3c(c2)C(=O)N([C@@H](C)CO)C[C@@H](C)[C@H](CN(C)C(=O)Nc2c(C)noc2C)OCCCC[C@@H](C)O3)cc1,1.6,0.2
COC(=O)C[C@H]1CC[C@H]2[C@H](COc3ccc(NS(=O)(=O)c4ccccc4Cl)cc3C(=O)N2C)O1,1.0,-1.4
CCCC(=O)Nc1ccc2c(c1)OC[C@@H](C)N(S(=O)(=O)c1cn(C)cn1)C[C@H](C)[C@H](OC)CN(C)C2=O,-1.0,-2.3
CCCNC(=O)[C@H]1[C@H](CO)[C@H]2Cn3c(cccc3=O)[C@@H]1N2Cc1cc(F)ccc1F,0.4,-1.2
COCC(=O)N1[C@@H](CO)[C@H](c2ccccc2)[C@@H]1CN(C)C(=O)c1ccncc1,-3.9,-4.1
C[C@H]1CN([C@@H](C)CO)C(=O)c2cc(C3=CCCCC3)cnc2O[C@@H]1CN(C)Cc1ccccc1C(=O)O,0.3,-2.2
C[C@H](CO)N1C[C@H](C)[C@@H](CN(C)C(=O)c2ccc3c(c2)OCO3)Oc2ncc(C#Cc3ccccc3F)cc2C1=O,0.2,-0.5
C[C@H]1CN([C@@H](C)CO)C(=O)Cc2cc(NC(=O)CCCCCC(=O)Nc3ccccc3N)ccc2O[C@@H]1CN(C)S(=O)(=O)c1ccc(F)cc1,-0.7,-0.1

An excerpt of these results, as labelled records.
> COc1ccc(S(=O)(=O)Nc2ccc3c(c2)C(=O)N([C@@H](C)CO)C[C@@H](C)[C@@H](CN(C)Cc2ccncc2)OCCCC[C@H](C)O3)cc1
- TcdB inh: -0.3
- BioA inh: -0.8

> CO[C@@H]1CN(C)C(=O)c2cc(NC(=O)C3CC3)ccc2OC[C@H](C)N(CC2CC2)C[C@H]1C
- TcdB inh: 0.9
- BioA inh: 1.0

(list continues)
SMILES,TcdB inh,BioA inh
CCCNC(=O)[C@H]1[C@H](CO)[C@H]2Cn3c(ccc(-c4ccncc4)c3=O)[C@H]2N1C(=O)c1ccccc1F,1.5,0.1
COc1ccc(S(=O)(=O)Nc2ccc3c(c2)C(=O)N([C@H](C)CO)C[C@H](C)[C@@H](CN(C)C(=O)NC2CCCCC2)OCCCC[C@H](C)O3)cc1,-0.1,-1.8
Cc1ccccc1-c1ccc2c(c1)O[C@H](CN(C)Cc1ccc(C(=O)O)cc1)[C@@H](C)CN([C@H](C)CO)S2(=O)=O,-0.2,1.3
CO[C@@H]1CN(C)C(=O)c2ccc(NS(=O)(=O)c3ccc(C)cc3)cc2OC[C@@H](C)N(Cc2ccccn2)C[C@H]1C,0.3,-0.5
CO[C@@H]1CN(C)C(=O)c2cc(NS(C)(=O)=O)ccc2OC[C@@H](C)N(C(=O)C2CCOCC2)C[C@@H]1C,0.5,-0.1
CC(C)NC(=O)Nc1cccc2c1O[C@H](CN(C)Cc1ccccc1)[C@@H](C)CN([C@H](C)CO)C2=O,0.3,0.7
C[C@H](CO)N1C[C@H](C)[C@H](CN(C)C(=O)Cc2cccnc2)Oc2ncc(C#Cc3ccccc3F)cc2C1=O,1.4,-4.5
Cc1noc(C)c1NC(=O)Nc1ccc2c(c1)C(=O)N([C@@H](C)CO)C[C@@H](C)[C@@H](CN(C)C(=O)Nc1ccc(C(F)(F)F)cc1)O2,0.4,0.4

The listing continues:
SMILES,TcdB inh,BioA inh
C[C@@H]1CN([C@H](C)CO)C(=O)c2cc(C#C[C@@H](C)O)cnc2O[C@H]1CN(C)C(=O)CC1CC1,-1.1,-0.7
CCC(=O)Nc1ccc2c(c1)OC[C@H](C)N(C(=O)c1ccc(F)cc1)C[C@@H](C)[C@H](OC)CN(C)C2=O,0.7,-0.8
CCC(=O)N(C)C[C@H]1Oc2ncc(-c3ccccc3OC)cc2C(=O)N([C@@H](C)CO)C[C@@H]1C,0.5,-1.1
O=C(C[C@H]1CC[C@H]2[C@@H](COC[C@@H](O)CN2C(=O)c2ccccc2F)O1)N1CCCCC1,-0.1,0.6
C[C@@H]1CCCCO[C@@H](CN(C)Cc2ccccc2)[C@H](C)CN([C@H](C)CO)C(=O)c2cc(NS(=O)(=O)c3cccs3)ccc2O1,-0.3,0.3
C[C@@H]1CN([C@H](C)CO)C(=O)c2cc(C#CC3(O)CCCC3)cnc2O[C@H]1CN(C)C(=O)C1CCC1,-0.7,-4.1
C[C@@H]1CN([C@@H](C)CO)S(=O)(=O)c2ccc(C#CC3CC3)cc2O[C@H]1CN(C)C(=O)CN(C)C,-1.7,1.1
COc1ccc(S(=O)(=O)N(C)C[C@@H]2OCCCC[C@H](C)Oc3ccc(NC(=O)Nc4ccc(F)cc4)cc3C(=O)N([C@@H](C)CO)C[C@H]2C)cc1,0.9,-1.8

Quoted from the listing.
Reading for C[C@@H]1CN([C@@H](C)CO)S(=O)(=O)c2ccc(C#CC3CC3)cc2O[C@H]1CN(C)C(=O)CN(C)C under BioA inh: 1.1
Reading for C[C@@H]1CCCCO[C@@H](CN(C)Cc2ccccc2)[C@H](C)CN([C@H](C)CO)C(=O)c2cc(NS(=O)(=O)c3cccs3)ccc2O1 under BioA inh: 0.3
Reading for COc1ccc(S(=O)(=O)N(C)C[C@@H]2OCCCC[C@H](C)Oc3ccc(NC(=O)Nc4ccc(F)cc4)cc3C(=O)N([C@@H](C)CO)C[C@H]2C)cc1 under BioA inh: -1.8
Reading for CCC(=O)Nc1ccc2c(c1)OC[C@H](C)N(C(=O)c1ccc(F)cc1)C[C@@H](C)[C@H](OC)CN(C)C2=O under TcdB inh: 0.7

New compounds follow:
SMILES,TcdB inh,BioA inh
CCC(=O)N(C)C[C@H]1Oc2cc(C#CC3CC3)ccc2S(=O)(=O)N([C@@H](C)CO)C[C@@H]1C,-0.1,-1.3
CCCN1C[C@@H](C)[C@@H](OC)CN(C)C(=O)c2ccc(NC(=O)c3ccccc3)cc2OC[C@@H]1C,-0.3,0.7
C[C@H]1CCCCO[C@H](CN(C)S(=O)(=O)c2ccc(Cl)cc2)[C@@H](C)CN([C@@H](C)CO)C(=O)c2cc(NC(=O)Nc3ccccc3)ccc2O1,-0.9,1.0
CCC(=O)Nc1ccc2c(c1)C(=O)N(C)C[C@@H](OC)[C@@H](C)CN(C(=O)COC)[C@H](C)CO2,0.0,0.7
CCC(=O)N[C@H]1CC[C@@H](CC(=O)NCc2cc(F)cc(F)c2)O[C@@H]1CO,0.1,1.6
CC(C)CC#Cc1ccc2c(c1)O[C@H](CN(C)Cc1ccc(F)cc1)[C@H](C)CN([C@@H](C)CO)S2(=O)=O,-0.4,-1.4
COCc1cn(CC[C@H]2CC[C@@H](NC(=O)Nc3ccc(Cl)cc3)[C@@H](CO)O2)nn1,0.2,2.7
COc1ccc(CN(C)C[C@@H]2OCCCC[C@@H](C)Oc3ccc(NC(=O)CCCN(C)C)cc3C(=O)N([C@H](C)CO)C[C@@H]2C)cc1,-0.8,-0.4

(listing goes on)
Values in the order: TcdB inh, BioA inh
C[C@H](CO)N1C[C@H](C)[C@@H](CN(C)Cc2ccc(-c3ccccc3)cc2)Oc2ccc(NC(=O)CCC(F)(F)F)cc2C1=O
    -0.1, 0.0
COc1ccc(NC(=O)Nc2cccc3c2O[C@H](CN(C)S(=O)(=O)c2ccccc2)[C@H](C)CN([C@@H](C)CO)C3=O)cc1
    0.1, 1.0
O=C(C[C@H]1CC[C@@H]2[C@H](COC[C@H](O)CN2Cc2ccc(F)cc2)O1)NCCc1ccccc1
    -2.1, -0.3
COCC(=O)Nc1ccc2c(c1)[C@@H]1C[C@H](CC(=O)NC3CCCCC3)O[C@H](CO)[C@@H]1O2
    0.6, -1.0
CN(C)C(=O)c1cccc(-c2cccc(-c3nc(C(=O)NC4CCCCC4)cc4c3[C@H](CCO)N([S@@](=O)C(C)(C)C)C4)c2)c1
    0.1, 2.3
C[C@H](CO)N1C[C@H](C)[C@H](CN(C)S(C)(=O)=O)OCCCC[C@H](C)Oc2ccc(NC(=O)CCC(F)(F)F)cc2C1=O
    -0.3, 1.5
CC(C)NC(=O)NCC[C@@H]1CC[C@@H](NC(=O)Nc2ccccc2)[C@@H](CO)O1
    -2.0, 2.1
COc1ccccc1S(=O)(=O)N[C@H]1CC[C@@H](CCNC(=O)C2CCC2)O[C@H]1CO
    -3.4, 0.8
CCC(=O)N1C[C@H](C)[C@@H](OC)CN(C)C(=O)c2ccc(NC(=O)Nc3ccccc3)cc2OC[C@H]1C
    -9.5, 1.9
COCC(=O)N(C)C[C@H]1Oc2cc(-c3ccc(OC)cc3)ccc2S(=O)(=O)N([C@H](C)CO)C[C@@H]1C
    1.0, 1.1
CO[C@@H](CN(C)C(=O)c1ccccc1F)[C@H](C)CN([C@H](C)CO)S(=O)(=O)c1ccc(C)cc1
    0.3, 0.4
CN(C)C(=O)C[C@H]1C[C@@H]2c3cc(NS(C)(=O)=O)ccc3O[C@@H]2[C@@H](CO)O1
    -0.7, -1.0
CN1C(=O)c2cc(NS(=O)(=O)c3ccc(F)cc3)ccc2OC[C@H]2O[C@@H](CC(=O)Nc3cccc4ccccc34)CC[C@@H]21
    0.4, 0.5
CO[C@H]1CN(C)C(=O)c2ccc(NC(=O)C3CC3)cc2OC[C@@H](C)N(Cc2nccs2)C[C@H]1C
    0.3, 2.3
O=C(Nc1ccc2c(c1)OCO2)N[C@H]1CC[C@@H](CCNC(=O)C2CCCC2)O[C@@H]1CO
    -1.6, -1.4
C[C@@H]1CCCCO[C@H](CN(C)S(=O)(=O)c2ccccc2)[C@@H](C)CN([C@H](C)CO)C(=O)c2cc(NC(=O)Nc3ccc(C(F)(F)F)cc3)ccc2O1
    -3.2, 0.8
COc1ccc(NC(=O)N(C)C[C@@H]2Oc3cc(C#CCN(C)C)ccc3S(=O)(=O)N([C@@H](C)CO)C[C@@H]2C)cc1
    1.2, 0.3
O=C(C[C@H]1C=C[C@@H](NC(=O)Nc2cc(F)ccc2F)[C@H](CO)O1)NCc1ccc2c(c1)OCO2
    -0.5, 3.7
COc1ccc(S(=O)(=O)Nc2ccc3c(c2)C(=O)N([C@H](C)CO)C[C@@H](C)[C@H](CN(C)C(=O)Nc2ccc(C(F)(F)F)cc2)OCCCC[C@H](C)O3)cc1
    1.4, -2.2
Cc1ccc(S(=O)(=O)NCC[C@H]2CC[C@H](NC(=O)CCN3CCCCC3)[C@@H](CO)O2)cc1
    -0.6, 0.2
COc1ccc(NC(=O)N[C@H]2CC[C@@H](CCNS(=O)(=O)c3cccc(Cl)c3)O[C@@H]2CO)cc1
    -0.3, -1.4
Cc1ccc(S(=O)(=O)NCC[C@@H]2CC[C@@H](NC(=O)c3cccc(F)c3)[C@@H](CO)O2)cc1
    -0.6, -0.9
COc1ccccc1-c1ccc2c(c1)O[C@H](CN(C)C(=O)c1ccccc1)[C@H](C)CN([C@H](C)CO)S2(=O)=O
    1.0, -1.2
CN1C(=O)c2cc(NC(=O)Cc3cccs3)ccc2OC[C@@H]2O[C@H](CC(=O)NCC3CC3)CC[C@H]21
    -1.0, -3.8

This is a subset; count on the stated rates, not on these rows.
